CDK5 p35 inh – CDK5/p35 (human) kinase inhibition | Q00535+Q15078 | Recombinant CDK5/p35, ADP-Glo luminescence, 60 min | inhibition, % at 10 µM | hit rate 0.01% among 330,000 | AID 488839;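 active = highest replicate inhibition of at least 50% and at least 75% of replicates reaching 50%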;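 note: plate controls were DMSO neutral control for no effect and GW8510 at 10 µM for full effect; many of its hits are not listed in these tables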
Rtt109 HAT inh – inhibitors of Candida albicans Rtt109/Vps75 histone acetyltransferase | hit rate 0.16% among 330,000 | purified Rtt109/Vps75, ThioGlo CoA-SH fluorescence, 4 h | inhibition, % at 34.9 µM | Q5AAJ8 | AID 540336;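 active = inhibition of at least 50% in every replicate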
PfHsp90 yeast 2 – growth inhibition of yeast expressing Plasmodium Hsp90; S. cerevisiae expressing PfHsp90, BacTiter-Glo ATP, 48 h; yeast lacking PDR1 and PDR3 efflux regulators; inhibition, % at 9.4 µM; hit rate 0.32% among 310,000; AID 504621;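 active = every replicate shows inhibition above about 80%, whatever the replicate mean, limit read from the data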;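 note: 0% = DMSO neutral controls and 100% = 20 µM radicicol positive controls; yeast relying on Plasmodium falciparum Hsp90 in place of its own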
Mot1-301 SUMO – SUMOylation pathway inhibition by Mot1-301 growth rescue; hit rate 1% among 320,000; S. cerevisiae Mot1-301 growth rescue, ATP luminescence, 38.5C; percent above DMSO median, 100 means doubled; growth rescue, % at 18.8 µM;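 active = every valid replicate shows activation above 250% relative to neutral control wells; inactive = the rest, any valid replicate at or below 250%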;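 note: OY570 slx delta 5 strain wells were the positive control but not used for scaling; some compounds called inactive have numbers as strong as hits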
PvdQ inh – blocks Pseudomonas aeruginosa PvdQ acylase activity. purified PvdQ acylase, fluorescence plate reader. hit rate 0.063% among 340,000. AID 488965. inhibition, % at 10 µM; in the data active = inhibition above about 30%, passing the limit was not always enough;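 note: 0% = vehicle neutral wells and 100% = reference inhibitor wells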
dFosB act – mouse delta FosB homodimer activation | P13346 | purified delta FosB, TAMRA-CDK5 oligo fluorescence polarization; percent of positive-control signal above neutral wells | activation, % at 25 µM | hit rate 0.99% among 340,000;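 active = mean activation above about 17%, with every replicate also reaching it, limit read from the data, passing the limit was not always enough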;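 note: fluorescence polarization rise as delta FosB binds a TAMRA Cdk5 AP-1 oligo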
Target sequence (P13346 whole entry, looked up): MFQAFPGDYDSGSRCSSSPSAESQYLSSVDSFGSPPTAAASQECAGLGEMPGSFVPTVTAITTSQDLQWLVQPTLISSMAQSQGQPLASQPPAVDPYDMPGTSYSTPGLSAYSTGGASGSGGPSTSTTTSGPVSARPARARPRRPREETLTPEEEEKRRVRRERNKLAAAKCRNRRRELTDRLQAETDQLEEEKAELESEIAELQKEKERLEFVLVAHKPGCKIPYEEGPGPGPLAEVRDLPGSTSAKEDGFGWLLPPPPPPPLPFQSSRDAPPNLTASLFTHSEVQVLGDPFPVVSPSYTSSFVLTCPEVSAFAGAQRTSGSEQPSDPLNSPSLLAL
Keap1-Nrf2 PPI – inhibitors of human Keap1-Nrf2 protein-protein interaction; Q14145; Keap1 Kelch-Nrf2 peptide fluorescence polarization, 1536-well; inhibition, % at 9.4 µM; hit rate 0.15% among 340,000; in the data active = inhibition above about 12%;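 note: human Keap1 Kelch domain with fluorescein labeled Nrf2 9mer peptide probe; 0% = neutral control wells and 100% = peptide positive control; higher means more block of Keap1 binding to Nrf2 peptide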
Target sequence (Q14145 whole entry, looked up, the tested form may be a part): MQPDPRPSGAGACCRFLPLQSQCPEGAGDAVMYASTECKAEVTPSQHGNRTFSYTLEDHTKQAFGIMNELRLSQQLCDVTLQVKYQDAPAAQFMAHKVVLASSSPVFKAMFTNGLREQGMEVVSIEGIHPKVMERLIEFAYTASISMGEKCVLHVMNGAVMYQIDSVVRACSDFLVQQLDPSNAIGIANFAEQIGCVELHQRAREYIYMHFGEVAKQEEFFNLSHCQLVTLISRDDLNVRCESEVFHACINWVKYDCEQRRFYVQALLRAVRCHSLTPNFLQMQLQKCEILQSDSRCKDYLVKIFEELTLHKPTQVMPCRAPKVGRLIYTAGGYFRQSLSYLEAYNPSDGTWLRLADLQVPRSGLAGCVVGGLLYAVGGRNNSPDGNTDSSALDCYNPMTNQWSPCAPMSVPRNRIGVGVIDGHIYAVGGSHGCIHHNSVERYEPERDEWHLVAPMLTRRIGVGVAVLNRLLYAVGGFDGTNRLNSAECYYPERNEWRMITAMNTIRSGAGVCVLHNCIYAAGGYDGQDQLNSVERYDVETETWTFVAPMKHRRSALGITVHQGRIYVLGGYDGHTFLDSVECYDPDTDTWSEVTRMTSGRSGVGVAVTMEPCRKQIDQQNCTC
RTF Ca sens inh – cardiac RTF calcium desensitization; hit rate 0.12% among 340,000; inhibition, % at 7.15 µM; IANBD-labeled cardiac RTF, Ca2+ fluorescence; P19429+P45379;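 active = inhibition above the mean inhibition of all tested compounds plus 3 SD, cut at about 17% in these data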;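 note: assay run at fixed EC70 calcium of 1.6 mM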
NSD2 inh – inhibitors of human histone methyltransferase NSD2; O96028; NSD2 peptide methylation, AlphaScreen, 120 min; inhibition, % at 12.5 µM; hit rate 0.54% among 310,000; AID 743445; in the data active = inhibition above about 50%
RTF Ca sens act – cardiac RTF calcium sensitization | P19429+P45379 | IANBD-labeled TnC RTF fluorescence at EC20 calcium; 0% EC20 calcium, 100% full calcium | activation, % at 7.2 µM | hit rate 0.24% among 340,000;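 active = activation above the mean over all tested compounds plus 3 SD, cut at about 30% in these data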;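 note: rise in fluorescence read as greater calcium sensitivity of cardiac thin filaments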
C-LANA FP – blocks KSHV LANA C-terminal domain binding to DNA; MBP-C-LANA/FAM-LBS DNA binding, fluorescence polarization; inhibition, % at 9 µM; hit rate 0.078% among 340,000;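 active = highest replicate inhibition at or above 60% at 9 µM, even if other replicates fall short; inactive = all replicates below 60% inhibition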;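 note: 0% = neutral control wells and 100% = 4 µM acridine orange control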
An asterisk follows results filed as active; / = not tested or not shown. Not a hit list (roughly 3.2% active in at least one column).

Compound,PvdQ inh,CDK5 p35 inh,RTF Ca sens inh,PfHsp90 yeast 2,RTF Ca sens act,dFosB act,NSD2 inh,Keap1-Nrf2 PPI,C-LANA FP,Rtt109 HAT inh,Mot1-301 SUMO
COC(=O)c1ccc(Oc2ccc3nnc(C)n3n2)cc1,3,-1.2,1,-6,-6,2,-1,-6,-1.4,11,1
O=C1CCc2cc(S(=O)(=O)NCc3ccccc3Cl)cc3c2N1CC3,2,1.3,-9,/,0,-11,0,2,-1.0,10,-11
COc1ccc(-c2ccc(SCC(=O)c3ccc(F)cc3)nn2)cc1OC,-10,-2.7,-10,-28,2,-28,-5,-5,1.1,-1,-14
CSc1ncccc1C(=O)NC(C)CCc1ccccc1 (stereo not given),-2,-0.5,-10,6,-4,-2,-2,-3,0.3,7,317
CCc1nc(SCC(=O)Nc2ccc(OC)cc2[N+](=O)[O-])n[nH]1,-14,-0.4,1,-11,-3,4,-2,2,-1.3,-7,-1
COc1ccc(S(=O)(=O)NC2CCCCC2)cc1C,6,1.3,-4,8,-2,1,-5,4,-1.6,5,27
O=C(CC(C(=O)O)C1CCCO1)Nc1cccc(C(F)(F)F)c1 (stereo not given),-5,0.3,5,25,-3,-2,-1,1,1.5,-8,4
COCCOC(=O)c1c(NC(=O)CN2CCOCC2)sc(C(N)=O)c1C,-12,-1.6,-9,29,-1,-8,14,-4,0.5,3,-5
COc1cc(/C=C2\SC(=S)N(CCC(=O)Nc3ccccn3)C2=O)cc(OC)c1OC,-14,1.8,0,-38,3,16,24,-1,3.0,-4,-3
O=C(Cn1cc([N+](=O)[O-])cn1)N1CCc2ccccc21,3,-1.8,-4,16,5,-1,0,4,-0.5,12,16
CCC(CO)Oc1cc(NCc2cccc(O)c2)c2ncn(C(C)C)c2c1 (stereo not given),-4,2.7,-1,8,1,-11,/,-6,0.7,5,-6
CCC(=O)N(Cc1cc2ccc(C)cc2n2nnnc12)C1CCCCC1,-15,-2.3,7,/,3,-6,12,-1,1.5,11,14
Cn1ccnc1-c1nc2ccccc2[nH]c1=O,2,-1.4,-2,3,0,10,-4,-1,1.8,/,-5
CCOc1ccc(N/C(N)=N/c2nc(C)c(C)c(=O)[nH]2)cc1,-11,-1.5,-7,15,0,2,-2,6,-0.4,-2,9
Cc1ccc(S(=O)(=O)N(CC(=O)N2CCN(c3ccc(F)cc3)CC2)C2CCCCC2)cc1,-2,0.5,-5,/,-3,-1,0,7,-1.0,5,-14
O=C(COC(=O)CSCC(=O)N1CCCCC1)NCc1ccc(F)cc1,-6,1.1,7,28,-2,-3,-3,-1,0.8,-3,217
Cc1ccc(S(=O)(=O)N2CCN(C(=O)COC(=O)CCOc3ccccc3)CC2)c(C)c1,1,-0.2,-4,15,-2,-9,20,1,0.4,10,-1
C=CCNC(=O)c1onc(CSc2ccccc2CC)c1C(=O)O,-14,-0.3,5,-3,1,0,/,-3,2.0,-6,1
CCOc1ccc(S(=O)(=O)N2CCN(C(=O)COc3ccc(Br)cc3)CC2)cc1,9,1.5,0,6,-3,-6,0,-4,22,-11,27
CC1=CCC[C@H]2[C@H](C1)C(=O)C[C@@H](C)[C@]2(C)CC/C(=C/CO)CO,1,-5.1,-12,7,8,0,/,-4,-0.9,0,/
Cc1noc(C)c1S(=O)(=O)N1CCN(C(c2ccccc2)c2ccc(Cl)cc2)CC1 (stereo not given),-4,-0.2,-7,/,3,-13,/,-2,0.5,4,14
Cc1ccc(NS(=O)(=O)c2cc(C(=O)N3CCN(CCO)CC3)ccc2C)cc1,-18,1.2,-4,/,-2,-6,0,-4,-0.5,-3,/
Cc1noc(NS(=O)(=O)c2ccc(NC(=O)CSc3nc4ccccc4[nH]3)cc2)c1C,-13,0.6,-1,-27,3,-7,1,-1,0.1,-6,5
COc1ccccc1C(=O)NCCC(=O)N1CC=C(c2ccccc2)CC1,6,-0.4,-8,11,-6,-10,17,7,-0.6,-1,4
Cc1ccc(CN(Cc2cc3cccc(C)c3[nH]c2=O)C(=O)N(C)C)cc1,21,-0.3,-2,18,-1,7,3,-2,1.1,-4,317*
COc1ccc(N2CCN(C3CC(=O)N(c4ccc5c(c4)OCCO5)C3=O)CC2)cc1 (stereo not given),7,0.5,-2,-1,-5,-3,0,1,0.9,1,21
O=C(/C=C/c1cccs1)N1CCCCC1,11,1.1,/,9,/,-1,-1,0,-0.7,17,-13
Cc1[nH][nH]c(=O)c1C(c1ccc(O)c([N+](=O)[O-])c1)c1c(C)[nH][nH]c1=O,-3,1.7,-2,-23,6,-11,11,-1,0.7,3,9
S=C1NCCOCCNC(=S)NCCOCCOCCOCCN1,9,0.1,11,4,4,5,-4,-1,1.8,-1,-4
O=C(CCc1ccncc1)N1CCCC(Nc2ccc(F)cc2)C1 (stereo not given),-5,0.8,1,-13,0,1,9,2,-0.2,7,-7

Going on with the list.
Compound,PvdQ inh,CDK5 p35 inh,RTF Ca sens inh,PfHsp90 yeast 2,RTF Ca sens act,dFosB act,NSD2 inh,Keap1-Nrf2 PPI,C-LANA FP,Rtt109 HAT inh,Mot1-301 SUMO
CCCCS(=O)(=O)N1CCN(S(=O)(=O)c2ccc(Cl)s2)CC1,-11,-0.9,-4,-7,1,8,-1,-3,0.2,-8,10
O=C(O)C[C@H]1c2ccccc2S(=O)(=O)N1c1ccccc1,-12,-1.0,-13,5,-5,-1,/,2,-2.0,-3,-22
Cc1cc(C)nc(SCNC(=O)c2ccc(Cl)cc2)n1,-9,6.1,-5,-24,6,-8,-1,-4,-0.5,-10,292
CC(NC(=O)CN1C(=O)NC(C)(C2CC2)C1=O)c1ccc(F)cc1 (stereo not given),-9,-1.4,-5,/,-3,-2,1,2,-1.0,-15,/
CCCCCNC(=O)c1ccc2c(=O)n(CC3CCCO3)c(=O)[nH]c2c1 (stereo not given),4,-0.2,1,-6,11,-1,-8,-8,3.0,19,773*
COc1ccc(NC(=O)c2ccc(C(=O)c3cc(OC)ccc3OC)cc2)cc1,-13,-1.1,-24,26,9,-7,-2,1,1.2,-1,17
C#CCOCCOCCOCCNc1nc(N2CCN(C(=O)C([C@@H](C)CC)n3cc(C(N)CO)nn3)CC2)nc(N2CCN(C(=O)[C@H](CCC(=O)O)n3cc(C(N)CC(C)C)nn3)CC2)n1 (stereo not given in full),-9,-2.4,6,29,9,-6,/,-8,2.1,0,0
O=C(CCNC(=O)C1CCN(S(=O)(=O)c2ccccc2)CC1)NCc1cccc(C(F)(F)F)c1,-7,1.7,-11,6,-2,-13,-3,-1,-1.6,-2,10
O=C(NCC1CC1)c1ccccc1Cl,3,-0.2,0,-11,0,-5,8,-2,-0.7,-2,-16
O=C(Nc1ccccc1)C(Cl)C(=O)c1ccccc1 (stereo not given),-15,6.6,-1,106*,3,0,5,-19,-1.4,6,-7
CCCNS(=O)(=O)c1ccc(C(=O)NCC2CCCO2)cc1 (stereo not given),-12,2.4,-2,-24,5,-4,1,-4,-1.1,-1,69
COc1ccc(-n2ncc3c(=O)n(CC(=O)Nc4ccc5c(c4)OCCO5)cnc32)cc1,1,-0.4,-6,0,-6,2,-2,6,-0.2,4,-19
COc1ccc(-c2nc(-c3ccccc3)nc(N3CCN(C)CC3)c2C#N)cc1,-9,-1.8,-6,-11,-5,-4,0,-3,-1.3,-7,4
Cc1nnc(SCC(=O)Nc2ccc([N+](=O)[O-])cc2)n1C,-8,-1.9,-1,16,2,1,-3,-6,-0.1,-2,26
COc1ccccc1CNc1nc2ccccc2n1CCN1CCCCC1,-10,-1.0,0,/,-1,-4,3,-5,-1.9,/,-4
COc1cccc(C2NC(=O)NC(C)=C2C(=O)Nc2ccc(C)cc2)c1OC (stereo not given),-6,0.7,-21,10,3,-4,0,1,-1.3,4,0
COc1ccccc1-c1nnc(C2CCN(S(=O)(=O)c3cccc([N+](=O)[O-])c3)CC2)o1,4,0.7,-2,-7,-1,-3,0,-2,-0.1,16,-5
COc1ccccc1/C=N/NC(=O)C(=O)NCc1cccnc1,-14,-0.6,-3,20,0,5,-2,4,-0.2,5,74
COc1cccc(NC(=O)C2CCN(C(=O)NC3CCCCC3)CC2)c1,-9,0.9,8,-5,-2,-2,2,-2,-0.4,-6,-6
CCOC(=O)c1cc(-c2ccc(F)cc2)n(CC(=O)NC(C)CC)c1C (stereo not given),-11,0.1,-11,-14,-5,-2,-2,-1,-0.9,-6,3
CC/C(=N\NC(=O)CCC(=O)NCc1ccccc1)c1ccc(O)cc1,9,-1.2,-7,2,5,-4,-1,-3,3.4,10,11
C/C(=C\c1ccccc1)C(=O)NCCc1ccccc1,-6,0.4,-5,-20,1,-3,1,3,-0.4,/,10
CC(=O)N1CCc2cc(S(=O)(=O)NC(Cc3ccccc3)C(=O)NC3CCCCCC3)ccc21 (stereo not given),-12,-2.0,-5,25,4,-9,0,-3,-2.2,5,0
CCCN(CCC)CCCOC(=O)c1ccc(Cl)cc1Cl,-3,-0.7,-9,-1,-3,-6,15,-5,-0.3,-3,294
CCOc1ccc(-c2csc(NNC3=NCCCCC3)n2)cc1,-10,3.9,-5,22,-1,-7,4,-3,-3.3,14,76
Cc1c(C(C)(C)C)sc(=NC(=O)c2ccccc2O)n1C,4,1.3,-10,-20,-7,-10,0,-1,0.8,-1,102
CCOc1ccc2oc(C(=O)NC(C)(C)CC)c(C)c2c1,3,0.5,1,22,-4,-4,-4,-2,1.3,-6,10
C=CCc1cccc(/C=N/NC(=O)c2ccc3nc[nH]c3c2)c1O,-4,-2.5,-17,-11,4,19*,-5,1,-0.4,-1,10
O=C(COc1nncc2ccccc12)Nc1ccc(F)c(F)c1,-6,0.1,-6,17,4,-8,-3,-1,-0.1,2,-16
CC1CN(C(=O)C2(C)CC2(Br)Br)CC(C)O1 (stereo not given),-16,0.4,-10,-9,-5,1,-2,1,0.1,0,-9

(listing goes on)
Compound,PvdQ inh,CDK5 p35 inh,RTF Ca sens inh,PfHsp90 yeast 2,RTF Ca sens act,dFosB act,NSD2 inh,Keap1-Nrf2 PPI,C-LANA FP,Rtt109 HAT inh,Mot1-301 SUMO
COc1cc(N)c2ncsc2c1,2,0.8,-2,7,-4,-3,/,-3,1.9,6,/
Cc1ccccc1NC(=O)CN1C(=O)NC(C)(CCc2ccccc2)C1=O (stereo not given),-3,1.6,-12,-7,3,0,2,-7,-0.1,0,5
CCN1CCN(C(=O)CSc2nc(N)cc(N)n2)CC1,-14,-1.8,-2,-58,0,1,13,-2,0.6,-19,-13
COc1cc(/C=N/Nc2nc(-c3ccc(S(=O)(=O)N(C)C)cc3)cs2)ccc1O,-15,-3.5,-21,-6,-2,-13,4,-2,-1.0,9,-13
CCOC(=O)c1c(NC(=O)CN2CCCc3ccccc32)sc(C)c1C,-10,-1.7,-6,-20,-1,-6,-2,-5,-1.1,-24,3
CSc1ccccc1NC(=O)CCc1ccccc1,-9,-0.6,-1,24,7,-6,-4,-2,0.6,-1,-15
CCc1nnc(SCC(=O)Nc2nnc(C)s2)n1CC1CCCO1 (stereo not given),-7,-2.3,-2,12,0,-2,-9,-7,-2.1,0,-13
